Screens from PubChem BioAssay.
RECQ1 inh: blocks DNA unwinding by human RECQ1; P46063; RECQ1 DNA unwinding, red fluorescence kinetic read; Potency, µM (highest dose often 57.3 µM), inactives show at the highest dose activity, negative = inhibition, actives largely listed as inhibitors; 0.54% of 240,000 active;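 note: plate controls were vehicle for no effect and no enzyme for full effect; nearly all actives have a fitted effect of over 30% in size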
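RECQ1T1 50 nM; forked duplex (20 bp + 30-nt ss tails) 200 nM, ATP 2 mM final; pH 8.0, 2 mM MgCl2, 2.5 ug/ml poly(dI-dC); 15 min compound preincubation; discontinuous kinetic read over 2 h at RT.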
Tau ThT inhib: inhibitors of human tau fibril formation, thioflavin T binding; P10636; recombinant tau K18 P301L (four-repeat tau fragment), heparin-induced fibrillization, ThT fluorescence; Potency, µM (top dose mostly 57.4 µM), inactives show at the top dose activity, negative = inhibition, hits mostly inhibitors; 2.1% of 270,000 active; AID 1460; note: nearly all actives have a fitted effect of over 55% in size
Target sequence (P10636 561-689 P618L limits assumed): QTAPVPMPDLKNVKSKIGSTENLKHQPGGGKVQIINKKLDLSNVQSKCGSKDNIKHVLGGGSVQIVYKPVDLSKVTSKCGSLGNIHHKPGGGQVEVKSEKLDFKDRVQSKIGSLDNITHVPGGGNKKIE
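K18 P301L tau (15 uM + 0.24 uM Alexa 594-tagged), heparin 20 uM, NaOAc pH 7, 6 h 37 C; ThT 30 uM, 1 h RT, ex 450/em 510 nm.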
TRb-SRC2 inh: TRbeta-SRC2 interaction inhibition. 0.065% of 280,000 active. AID 1469. Potency, µM (highest dose often 106 µM), inactives show top-dose activity change, negative = inhibition, most hits filed as inhibitors. TRbeta-SRC2 peptide binding, fluorescence polarization; receptor liganded with 1 µM T3;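 note: plate controls were bound peptide for no effect and peptide without receptor for full effect; nearly all actives have a fitted effect of over 50% in size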
Target sequence (P10828 whole entry, looked up): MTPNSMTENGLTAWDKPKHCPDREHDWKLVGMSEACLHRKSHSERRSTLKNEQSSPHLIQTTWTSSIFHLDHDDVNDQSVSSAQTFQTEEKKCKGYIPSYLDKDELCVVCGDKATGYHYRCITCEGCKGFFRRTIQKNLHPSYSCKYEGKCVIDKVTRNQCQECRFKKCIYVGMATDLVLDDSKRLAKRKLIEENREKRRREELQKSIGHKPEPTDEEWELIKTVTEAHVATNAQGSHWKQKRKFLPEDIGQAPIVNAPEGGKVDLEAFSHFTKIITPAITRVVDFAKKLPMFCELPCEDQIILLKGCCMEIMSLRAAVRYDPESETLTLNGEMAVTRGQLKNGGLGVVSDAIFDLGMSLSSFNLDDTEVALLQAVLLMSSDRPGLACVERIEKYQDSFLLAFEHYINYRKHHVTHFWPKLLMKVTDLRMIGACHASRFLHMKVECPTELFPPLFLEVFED
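Human TRb ligand-binding domain (0.6 uM) is mixed with 20 nM Texas Red SRC2 peptide and 1 uM T3; after compound addition and 5 hr at ambient temperature, polarization is measured and normalized to unbound and bound controls.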
L3MBTL1 block: inhibitors of human L3MBTL1. Q9Y468. AlphaScreen L3MBTL1–H3K9me1 peptide binding. Potency, µM (titrated, usually from 57.1 µM), without a hit: at the top dose activity, negative = inhibition, usual class: inhibitors. 0.66% of 230,000 active. AID 485360; note: nearly all actives have a fitted effect of over 60% in size
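Displacement of a biotinylated histone H3(1-15) peptide monomethylated at Lys9 (75 nM) from L3MBTL1 (50 nM) was measured by AlphaScreen after a 30 min room-temperature compound incubation; cefsulodin titration served as intraplate control.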
RGS12 GoLoco inh: blocks human Gai1 binding to RGS12 GoLoco peptide, red readout. P63096. Gai1:RGS12 GoLoco peptide FP, rhodamine, 10 min. Potency, µM (highest dose often 61.6 µM), inactives show at the top dose activity, negative = inhibition, actives largely listed as inhibitors. 0.44% of 230,000 active; active = well fitted inhibition curve with a large enough effect, not every such curve was filed as active; inactive = no such curve, though single readings can be large or run the other way; note: nearly all actives have a fitted effect of over 30% in size; many of its hits are not listed in these tables
TexasRed fluor: Texas Red fluorescence interference in TRb-SRC2 counter-screen. TRb/SRC2 Texas Red total fluorescence interference. Potency, µM (titrated, usually from 106 µM), inactives show at the top dose fluorescence change, negative = quenching. 0.29% of 280,000 active. AID 1479; active = well fitted curve in either direction with a large enough effect; inconclusive = small, poorly fitted or top-dose-only effect
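Flags fluorescent or light-absorbing compounds by total fluorescence, S + 2P, at 555 nm excitation and 632 nm emission. Mixture: 20 nM Texas Red SRC2 peptide, 0.6 uM human TRb LBD, 1 uM T3, 5% DMSO; compound exposure 5 h at ambient temperature.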
Tau fibril FP: tau fibrillization inhibition (FP); K18 P301L tau heparin fibrillization, Alexa594 FP, 6 h; Potency, µM (titrated, usually from 57.7 µM), for the others: top-dose activity, negative = inhibition, hits mostly inhibitors; 0.39% of 280,000 active; AID 1468; note: nearly all actives have a fitted effect of over 55% in size
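K18 P301L tau (15 uM unlabeled/0.24 uM Alexa 594-labeled, final) + compound + heparin 20 uM final; 100 mM NaOAc pH 7; 6 hr 37 C; ThT 30 uM final added, 1 hr RT; FP ex 555/em 632 nm.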
KDM4E inh: JMJD2E (human) inhibition | Potency, µM (top dose mostly 57.1 µM), for inactives: top-dose activity change, negative = inhibition, hits mostly inhibitors | 1.6% of 230,000 active | B2RXH2 | JMJD2E catalytic domain, FDH-coupled NADH fluorescence (FDH is formaldehyde dehydrogenase); active = well fitted inhibition curve with a large enough effect, not every such curve was filed as active; inconclusive = small, poorly fitted or top-dose-only effect, or another doubt; inactive = no such curve, though single readings can be large or run the other way;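 note: 0% = wells with enzyme and -100% = buffer wells without enzyme; nearly all actives have a fitted effect of over 50% in size; many of its hits are not listed in these tables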
Target sequence (B2RXH2 1-337 limits assumed): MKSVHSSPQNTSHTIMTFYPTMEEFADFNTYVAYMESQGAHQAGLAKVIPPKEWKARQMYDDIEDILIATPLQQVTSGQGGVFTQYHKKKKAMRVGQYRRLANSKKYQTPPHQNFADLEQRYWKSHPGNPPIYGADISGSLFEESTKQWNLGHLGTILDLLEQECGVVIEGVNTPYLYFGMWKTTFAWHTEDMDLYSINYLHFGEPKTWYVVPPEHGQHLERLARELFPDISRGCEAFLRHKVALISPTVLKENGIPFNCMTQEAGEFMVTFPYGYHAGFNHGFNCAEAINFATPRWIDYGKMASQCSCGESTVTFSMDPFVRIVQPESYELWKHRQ
Starred values were filed as active, the others as inactive; i = inactive; ? = inconclusive; . = not tested or not shown; [ ] = dose if it differs, or a comment. Unless noted, calls come from the whole dose curve; as a rule, active = well fitted curve in the direction sought with a large enough effect; inconclusive = small, poorly fitted or top-dose-only effect, or another doubt; inactive = no such curve, though single readings can be large; an effect the other way counts as inactive or inconclusive. Unless noted, % is set by controls: 0 for no effect and ±100 for the full control effect; potency is the fitted concentration of half-maximal effect. This is a subset. The share of hits here may be higher or lower than overall.

1: Cc1cccc(C)c1-n1cccc1/C=C1\SC(=S)N(c2cccc(C(=O)O)c2)C1=O
2: CC1(C)CC(=O)C(C(c2ccccc2F)C2C(=O)CC(C)(C)CC2=O)C(=O)C1
3: CCOC(=O)c1c(-c2ccccc2)csc1NC(=O)c1ccc(S(=O)(=O)N2CC(C)OC(C)C2)cc1 (centres undefined)
4: CCCCC1=CC2=C(c3ccco3)C(=O)C(C)(OC(=O)c3ccc(Cl)nc3)C(=O)C2=CO1 (centres undefined)
5: N#C/C(=C/c1ccccc1[N+](=O)[O-])c1nnc2n1CCCCC2
6: COc1ccccc1Nc1nnc(SCC(=O)NC(=O)Nc2ccc3c(c2)OCCO3)s1
7: O=C(CCn1nc(-c2ccc(Cl)cc2)c2ccccc2c1=O)NN1CCOCC1
8: Cc1ccc(OCC(=O)N2N=C(C(F)(F)F)CC2(O)C(C)(C)C)cc1C (centres undefined)
9: Clc1ccccc1C1CC(c2ccccc2)Nc2ncnn21 (centres undefined)
10: Cc1ccc(N)cc1-n1c(C)ccc1C
compound no. | 1 | 2 | 3 | 4 | 5 | 6 | 7 | 8 | 9 | 10
RECQ1 inh | -2% | 14% | -18% | ? | 1% | -1% | i | i | -15% | i
Tau ThT inhib | 4% | ? | 1% | -13% | 0% | 4% | -8% | -13% | -7% | ?
TRb-SRC2 inh | 8% | -18% | 5% | -1% | 1% | -3% | 6% | 0% | -3% | 1%
L3MBTL1 block | . | 3% | 4% | . | -2% | -10% | -4% | . | -1% | .
RGS12 GoLoco inh | 40%[activator] | 7% | 6% | 7% | 0% | 5% | -15% | 0% | 0% | 50%[activator]
TexasRed fluor | -7% | -1% | -3% | -4% | 6% | -1% | 1% | 1% | -1% | -7%
Tau fibril FP | 0% | -9% | -16% | 5% | 11% | -8% | 6% | 0% | -7% | -4%
KDM4E inh | 6% | 0% | 1% | -5% | -9% | 2% | 3% | -4% | 1% | ?

11: Cc1ccc(O)c(NC(=O)c2noc(C(C)C)c2[N+](=O)[O-])c1
12: COc1ccc(Cc2c(N)nc(C)nc2N)cc1
13: CCOc1ccc(/C(CCC(=O)O)=N/NC(=S)NC(C)C)cc1
14: CN1/C(=C\C=C2/SC(=S)N(CC(=O)O)C2=O)C(C)(C)c2ccccc21
15: O=C1CC(c2cccc(Br)c2)C2=C(COC2=O)N1 (centres undefined)
16: CCc1ccc(C2C(C(=O)Nc3ccc(Cl)cc3)=C(C)Nc3ncnn32)cc1 (centres undefined)
17: O=C(Cn1c(CO)nc2ccccc21)Nc1ccccc1Cl
18: CCCCN(c1ccccc1)S(=O)(=O)c1cc2c3c(c1)C(C)C(=O)N3CCC2 (centres undefined)
19: COc1cc(C2c3[nH]c4ccccc4c3CCN2Cc2cn(C)nc2C)ccc1F (centres undefined)
20: COc1ccccc1CCNS(=O)(=O)c1ccc(C(=O)O)n1C
compound no. | 11 | 12 | 13 | 14 | 15 | 16 | 17 | 18 | 19 | 20
RECQ1 inh | -3% | -3% | -15% | 25µM* | -1% | . | -13% | . | i | -4%
Tau ThT inhib | -19% | -2% | -10% | 4µM* | -6% | 0% | 2% | -10% | -14% | -6%
TRb-SRC2 inh | -2% | -10% | 0% | ? | 0% | 0% | -11% | 1% | 0% | -4%
L3MBTL1 block | . | 0% | 4% | -24% | . | . | -24% | . | -12% | 0%
RGS12 GoLoco inh | 3% | 7% | 7% | -144% | 2% | . | 0% | . | 13% | 7%
TexasRed fluor | -1% | -4% | -1% | 45µM*[fluorescent] | -3% | -17% | -2% | 1% | 1% | -1%
Tau fibril FP | 5% | -7% | -4% | -11% | -5% | -16% | 7% | -14% | -1% | -3%
KDM4E inh | 2% | 1% | -2% | -7% | -9% | . | 0% | . | ? | -1%

Next section, overlapping the part above by 2 compounds.
19: COc1cc(C2c3[nH]c4ccccc4c3CCN2Cc2cn(C)nc2C)ccc1F (centres undefined)
20: COc1ccccc1CCNS(=O)(=O)c1ccc(C(=O)O)n1C
21: CCCCN(CC)C(=O)CSc1nc2ccccc2c(=O)n1Cc1ccco1
22: O=C(NC(=O)N1CCOCC1)c1ccccc1
23: Cc1ccc(CCNC(=O)c2cc3c(s2)-c2ccccc2OC3)cc1
24: C/C(=N\NC(=S)NC1CCCCC1)c1ccc(C#N)cc1
25: N#CCC(=O)N/N=C/c1ccc(Cl)cc1
26: COc1cnc(-c2ccccc2)nc1Oc1ccc(C(C)(C)C)cc1
27: CCCCCCC(=O)Nc1nc(C)c(-c2csc(Nc3cccc(OC)c3)n2)s1
28: COc1ccccc1CNC(=O)c1cnc2ccccn2c1=O
29: CCOC(=O)c1cc(C(C)(C)C)n(CCCN2CCOCC2)c1C
30: Cc1csc(N(C(=O)c2cccc(S(=O)(=O)N(C)C)c2)c2ccccc2)n1
compound no. | 19 | 20 | 21 | 22 | 23 | 24 | 25 | 26 | 27 | 28 | 29 | 30
RECQ1 inh | i | -4% | . | 2% | . | -3% | -5% | i | -1% | -4% | -9% | -3%
Tau ThT inhib | -14% | -6% | -10% | 6% | ? | -2% | . | -4% | 7.9µM* | -9% | -12% | -9%
TRb-SRC2 inh | 0% | -4% | -4% | -3% | 2% | -21% | 0% | -13% | 2% | -6% | -3% | -3%
L3MBTL1 block | -12% | 0% | . | -3% | . | 5% | . | 17% | -6% | 12% | -15% | 8%
RGS12 GoLoco inh | 13% | 7% | . | -14% | . | 6% | -2% | -9% | 23% | -1% | 11% | -8%
TexasRed fluor | 1% | -1% | -2% | -1% | ? | -1% | -3% | 1% | 9% | -1% | -2% | -6%
Tau fibril FP | -1% | -3% | 2% | 7% | -14% | -3% | 5% | ? | 11% | 1% | 4% | -4%
KDM4E inh | ? | -1% | . | 0% | . | 4% | 4% | -3% | -5% | ? | 8% | -13%

31: COc1ccc(CN2CCCC(C(=O)c3cccc(OC(C)C)c3)C2)cc1Cn1cccn1 (centres undefined)
32: COc1ccc(CCNC(=O)c2ccc(Cn3c(SCC(=O)NCCC(C)C)nc4cc5c(cc4c3=O)OCO5)cc2)cc1OC
33: COC(=O)C(C(=O)Nc1cccc(C)n1)C1CCCCCC1 (centres undefined)
34: COc1cc(C(=O)Nc2cccc(-c3cn4cccnc4n3)c2)cc(OC)c1OC
35: CSCC[C@H](NC(=O)c1cccc([N+](=O)[O-])c1C)c1nc2ccccc2[nH]1
36: CN1C(=O)/C(=C2\SC(=S)N(CCCCCC(=O)O)C2=O)c2ccccc21
37: CCC(CC)C(=O)Nc1cccc(C(=O)N2CCCCCC2)c1
38: CCCNC(=O)COc1ccc2c(=O)c(Oc3ccccc3F)coc2c1
39: Cc1ccc(S(=O)(=O)c2cc3c(=O)n4ccccc4nc3n(CC3CCCO3)c2=N)cc1C (centres undefined)
40: CSCCC(NC(=O)C1CCC(C)CC1)C(=O)N1CCN(c2ccccn2)CC1 (centres undefined)
compound no. | 31 | 32 | 33 | 34 | 35 | 36 | 37 | 38 | 39 | 40
RECQ1 inh | -11% | . | -4% | -7% | -4% | -11% | i | -8% | -7% | -6%
Tau ThT inhib | -8% | 8% | -2% | -8% | -5% | . | -3% | -2% | 5% | -3%
TRb-SRC2 inh | -2% | -1% | -3% | -3% | 3% | -7% | -10% | 9% | -2% | -1%
L3MBTL1 block | -14% | . | 2% | . | 2% | . | . | -15% | -5% | -2%
RGS12 GoLoco inh | -6% | . | 2% | -8% | 1% | 1% | 1% | 16% | -8% | 7%
TexasRed fluor | -3% | ? | -3% | -1% | ? | -18% | 1% | 3% | -5% | 0%
Tau fibril FP | 9% | 5% | -4% | -3% | 10% | 4% | 10% | 0% | -6% | 2%
KDM4E inh | -29% | . | 0% | ? | 2% | 4% | -2% | 4% | 6% | ?

Some of these compounds in order of SMILES length, smallest number first:
37: CCC(CC)C(=O)Nc1cccc(C(=O)N2CCCCCC2)c1
36: CN1C(=O)/C(=C2\SC(=S)N(CCCCCC(=O)O)C2=O)c2ccccc21
32: COc1ccc(CCNC(=O)c2ccc(Cn3c(SCC(=O)NCCC(C)C)nc4cc5c(cc4c3=O)OCO5)cc2)cc1OC
compound no. | 37 | 36 | 32
RECQ1 inh | i | -11% | .
Tau ThT inhib | -3% | . | 8%
TRb-SRC2 inh | -10% | -7% | -1%
L3MBTL1 block | . | . | .
RGS12 GoLoco inh | 1% | 1% | .
TexasRed fluor | 1% | -18% | ?
Tau fibril FP | 10% | 4% | 5%
KDM4E inh | -2% | 4% | .

(next part)
41: CCOC(=O)Cn1c(=O)c(-c2ccccc2NC)nc2ccccc21
42: CCC(C)NC(=O)Cn1c(=O)n(Cc2ccc(C(=O)NCc3ccc(C)cc3)cc2)c(=O)c2ccccc21 (centres undefined)
43: O=C(O)C1C2CCC(O2)C1C(=O)NCc1ccc(Cl)cc1 (centres undefined)
44: COC(=O)c1ccc(NC(=O)C(=O)NCC(c2cccnc2)N2CCc3ccccc32)cc1 (centres undefined)
45: CCC1S/C(=N/C(=O)NC2CCCCC2)NC1=O (centres undefined)
46: O=Cc1cc2ccccc2nc1SCCCF
47: COC(=O)c1ccccc1OCC(=O)NC1CCCCC1
48: Cc1cc2cc(C)c(SCC(=O)NCc3ccco3)nc2cc1C
49: OCCCNc1ncnc2sc(-c3ccccc3)cc12
50: Cc1ccc2oc(-c3ccc(Cl)c(NC(=O)c4ccc(OC(C)C)cc4)c3)nc2c1
51: CNS(=O)(=O)c1cn(CC(=O)N2CCN(c3ccc(OC)cc3)CC2)cc1S(=O)(=O)NC
compound no. | 41 | 42 | 43 | 44 | 45 | 46 | 47 | 48 | 49 | 50 | 51
RECQ1 inh | -3% | . | 0% | . | -9% | -5% | -4% | i | -13% | . | .
Tau ThT inhib | ? | 0% | 2% | -3% | -7% | -2% | -2% | -11% | -5% | ? | -4%
TRb-SRC2 inh | 3% | -3% | 3% | 6% | 2% | 1% | -2% | -1% | 1% | 1% | -10%
L3MBTL1 block | . | . | -7% | . | 7% | 19% | 1% | -8% | -1% | . | .
RGS12 GoLoco inh | -10% | . | 11% | . | -11% | 2% | 4% | -1% | 11% | . | .
TexasRed fluor | 3% | 0% | -1% | 3% | 1% | 0% | 0% | -1% | -3% | -1% | -1%
Tau fibril FP | -6% | -12% | -2% | 5% | -12% | -13% | -1% | -6% | -9% | ? | 0%
KDM4E inh | 1% | . | 6% | . | -3% | -1% | 2% | -9% | ? | . | .
